Source: PubChem
D1 ag: agonists of human D1 dopamine receptor. activation, % at 2 µM. P21728. AID 504660. 360,000 tested, 1% active. HEK293 T-REx D1 cells, calcium flux, agonist mode; in the data active means activation above about 30%; further: 0% is about no effect
Target sequence (P21728 whole entry, looked up): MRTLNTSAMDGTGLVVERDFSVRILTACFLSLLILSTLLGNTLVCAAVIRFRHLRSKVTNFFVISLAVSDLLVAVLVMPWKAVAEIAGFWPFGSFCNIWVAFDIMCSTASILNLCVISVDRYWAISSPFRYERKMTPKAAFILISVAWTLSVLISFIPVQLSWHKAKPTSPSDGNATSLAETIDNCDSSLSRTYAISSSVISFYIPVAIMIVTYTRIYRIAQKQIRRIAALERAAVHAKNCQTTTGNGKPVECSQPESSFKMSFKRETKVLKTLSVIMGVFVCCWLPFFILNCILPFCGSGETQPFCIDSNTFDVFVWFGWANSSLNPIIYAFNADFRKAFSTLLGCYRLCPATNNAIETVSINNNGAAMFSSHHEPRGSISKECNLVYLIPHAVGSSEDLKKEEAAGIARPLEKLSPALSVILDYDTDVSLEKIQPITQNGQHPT
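Tetracycline-induced HEK293 TREx D1 cells, force-coupled to calcium signalling, were dye-loaded with a no-wash calcium kit. Compound was pin-added after a 10 s baseline. Fluorescence was read kinetically at 1 cycle/s for 180 s, with calcium rises flagged as agonism.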
GRP78 ERSR act: ER stress response induction in glioma; U87-MG GRP78 promoter luciferase reporter, 16 h; Potency, µM, inactives show at the top dose activation, actives largely listed as activators; 420,000 tested, 0.02% active; further: potency means the concentration at half of the fitted maximal effect; series mostly up to about 76 µM; % of control where 0% means no effect; nearly all actives have a fitted effect of over 35% in size
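ERSR induction read as luciferase luminescence (Bright-Glo, 10 min at room temperature) in stably transfected human U87-MG glioma cells exposed to compounds for 16 h, using GRP78 as sensor.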
D1 antagonist: antagonists of human D1 dopamine receptor; 360,000 tested, 3.2% active; HEK293 TREx D1 cells, calcium flux, dopamine EC80; stronger effect = lower value; activity change, negative = inhibition, % at 10 µM; AID 504652; P21728; in the data active means activity change below about -30%; further: on the % scale 0 is the no-effect control and ±100 the full control effect
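Cells carrying a force-coupled, tetracycline-inducible human D1 receptor report calcium flux. Each well gets a 10 s baseline, compound with 180 s monitoring, then an EC80 dopamine stimulus with a second 180 s kinetic read.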
RXFP1 ag: RXFP1 (human) receptor agonism. Q9HBX9. HEK293T-RXFP1 cAMP TR-FRET, 30 min; response scale: percent of porcine relaxin response, buffer zero. Potency, µM (doses to about 57.5 µM), without a hit: at the highest dose activation, most hits filed as activators. 370,000 tested, 0.3% active. AID 2676; further: potency means the concentration at half of the fitted maximal effect; on the % scale 0 is the no-effect control and ±100 the full control effect; nearly all actives have a fitted effect of over 60% in size; many of its hits are not listed in these tables
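Agonist response is measured as cAMP accumulation in an RXFP1-transfected HEK293T line under PDE4 inhibition. Values are scaled between buffer-only and 29 nM porcine relaxin, and EC50s come from standard Hill equation fits.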
LDHA block: LDHA (human) enzyme inhibition; P00338; purified LDHA, NADH/diaphorase-resazurin fluorescence; stronger effect = lower value; activity change, % (values are at about 110 or 230 µM); 480,000 tested, 0.15% active; in the data active means activity change below about -30%; inconclusive means mostly about -25% to -30%;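 further: plate controls were DMSO wells for no effect and wells without enzyme for full effect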
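LDH5 2 nM; NADH 0.06 mM, pyruvate 0.2 mM; 200 mM Tris pH 7.4, EDTA, Tween-20; 5 min RT. Detection: diaphorase 0.133 mg/mL + resazurin 37 µM, fluorescence ex540/em590 at 0 and 20 min; normalized to enzyme-free and DMSO wells.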
D1 PAM: human D1 dopamine receptor positive modulation; P21728; HEK293 TREx D1 cells, calcium flux, dopamine EC20 potentiation; potentiation, % at 10 µM; 360,000 tested, 0.036% active; AID 504651; in the data active means potentiation above about 30%; further: 0% is about no effect
Vif-APOBEC3F blk: blocks the Vif interaction with APOBEC3F; Potency, µM (doses to about 46.1 µM), without a hit: at the top dose activity, negative = active; 390,000 tested, 0.2% active; AID 602313; HeLa A3F-eYFP + Vif (tagged APOBEC3F with the HIV-1 protein that degrades it), YFP fluorescence increase; further: potency means the concentration at half of the fitted maximal effect; % of control where 0% means no effect; nearly all actives have a fitted effect of over 65% in size
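HeLa cells stably expressing Vif plus C-terminally eYFP-tagged A3F were seeded, incubated overnight at 37 deg C, dosed with compound, incubated overnight again at 37 deg C. Yellow fluorescence (Ex 488/Em 500-530) reported blocked Vif-mediated A3F-eYFP degradation.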
Vif-A3G inh: inhibitors of Vif-APOBEC3G interaction | Q9HC16 | HeLa A3G-eYFP + Vif (tagged APOBEC3G with the HIV-1 protein that degrades it), YFP fluorescence, overnight | Potency, µM (doses to about 46.1 µM), inactives show at the highest dose activity, negative = active, actives largely listed as inhibitors | 410,000 tested, 0.076% active;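 further: potency means the concentration at half of the fitted maximal effect; on the % scale 0 is the no-effect control and ±100 the full control effect; nearly all actives have a fitted effect of over 60% in size; hits raise eYFP signal because A3G escapes Vif-driven loss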
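Read-out is eYFP fluorescence (Ex 488/Em 500-530) from Vif-expressing HeLa A3G-eYFP cells; more signal means A3G escaped Vif-mediated degradation. Cells plated overnight, compound pinned in, incubated overnight at 37 deg C.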
D2 potentiator: positive allosteric modulators of human D2 dopamine receptor; HEK293 T-REx D2, calcium flux, EC20 dopamine potentiation; P14416; potentiation, % at 10 µM; 340,000 tested, 0.34% active;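 active means potentiation over 3 SD above the plate norm, cut at about 30% in these data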; further: 0% is about no effect
Target sequence (P14416 whole entry, looked up): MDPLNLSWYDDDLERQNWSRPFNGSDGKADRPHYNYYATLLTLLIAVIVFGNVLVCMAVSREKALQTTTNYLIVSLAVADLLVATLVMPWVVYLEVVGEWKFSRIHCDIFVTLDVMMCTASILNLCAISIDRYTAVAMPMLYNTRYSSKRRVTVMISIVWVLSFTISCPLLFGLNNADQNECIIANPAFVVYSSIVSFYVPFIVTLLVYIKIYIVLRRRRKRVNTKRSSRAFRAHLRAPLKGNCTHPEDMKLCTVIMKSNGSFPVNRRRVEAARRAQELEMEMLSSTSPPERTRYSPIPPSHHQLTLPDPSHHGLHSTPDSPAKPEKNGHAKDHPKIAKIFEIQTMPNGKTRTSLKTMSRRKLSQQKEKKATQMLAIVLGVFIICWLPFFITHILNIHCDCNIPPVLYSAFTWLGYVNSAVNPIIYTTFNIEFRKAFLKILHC
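Calcium flux readout, no-wash dye, 1 read/s. Inducible HEK293 Trex D2 line, overnight 30 C. Compound alone 180 s (agonist flags), then EC20 dopamine, another 180 s to score potentiation.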
Active calls of the source: *; ? = inconclusive; . = no result given; & = joins results of further samples. Unless noted, the call rests on the fitted dose curve; in most records, active means well fitted curve in the direction sought with a large enough effect; inconclusive means small, poorly fitted or top-dose-only effect, or another doubt; inactive means no such curve, though single readings can be large; an effect the other way counts as inactive or inconclusive. A portion of the library; the hit share may differ from the screen's.

no.	SMILES	GRP78 ERSR act	D1 antagonist	D1 PAM	RXFP1 ag	Vif-APOBEC3F blk	D2 potentiator	LDHA block	Vif-A3G inh	D1 ag
1	COc1ccc(C2CC(C(F)(F)F)n3ncc(C(=O)O)c3N2)cc1OC (stereo not drawn)	-6%	-12	-8	-0.2%	5%	4	-8	1%	2
2	Cc1ccc(C(=O)N2N=C(c3ccc(NS(C)(=O)=O)cc3)CC2c2cccs2)cc1 (stereo not drawn)	-4%	-11	-3	0.4%	-7%	-2	-3	-5%	1
3	Cc1c(Cl)cccc1NC(=O)CSc1nnc(C)n1CC1CCCO1 (stereo not drawn)	-3%	0	1	-0.9%	-5%	1	-1	1%	3
4	CCCOc1ccc(Br)cc1CSC(=N)N	-3%	-20	-1	-2.5%	-3%	-4	-1	8%	49*
5	CCCOc1ccc(C(=O)N2CCCc3ccccc32)cc1	8%	-45*	-2	1.2%	-2%	2	0	1%	5
6	CC(C)C[C@H](N)c1nnc(S(=O)(=O)Cc2cccc(F)c2)o1	-8%	-5	-8	-1.8%	-4%	-3	-5	-23%	0
7	CC(C)c1ccc(N=C(N)N=C(N)N)cc1	-5%	-9	-4	3.5%	-7%	0	-11	0%	0
8	COc1ccc(Nc2nn(-c3ccc(OC(F)(F)F)cc3)nc2C(C)=O)cc1	2%	-17	1	-0.3%	12%	-1	-1	1%	0
9	CC1Cc2nc(SCC(=O)N3CCOCC3)n(-c3ccccc3)c(=O)c2S1 (stereo not drawn)	-3%	1	-10	-1.5%	7%	1	-3	4%	0
10	CSc1ccc(S(=O)(=O)NCc2ccc(C)cc2)cc1	-3%	-3	-3	-0.2%	-6%	5	2	0%	3
11	CCOc1ccccc1N1CCN(CC(=O)N(C)CC(=O)Nc2ccccc2CC)CC1	-2%	.	.	.	-9%	.	2	-5%	.
12	CC(C)(C)S(=O)(=O)c1cnc2c(S(=O)(=O)c3ccccc3)cnn2c1N	3%	12	-5	1.8%	-8%	0	2	-9%	3
13	COc1ccc(C2=NN(C(=O)c3ccccc3)C(c3ccc(OC)c(OC)c3)C2)c(O)c1 (stereo not drawn)	-2%	1	-3	5.7%	-6%	3	-9	0%	3
14	CC(C)N1CC=C2C(C#N)=C(N)C(C#N)(C#N)C(c3ccccc3)C2C1 (stereo not drawn)	-9%	-9	-4	0.8%	?	-11	9	-4%	19
15	Cc1nc(C)c(C(=O)C2=C(O)C(=O)N(CCCN(C)C)C2c2ccco2)s1 (stereo not drawn)	.	3	1	-0.4%	.	-2	6	.	4
16	COc1ccc(OC)c(/C=N/NC(=O)CCc2n[nH]c(=O)[nH]c2=O)c1	-3%	8	6	0.0%	-8%	-2	0	-1%	-1
17	COc1ccc(C(=O)C=CNNC(=O)c2ccc(Cl)cc2)cc1	6%	-5	-6	2.9%	?	-1	0	-11%	3
18	c1ccc(N2CCN(C3CC4CCC3C4)CC2)cc1 (stereo not drawn)	0%	-9	-7	1.0%	-9%	-12	-2	-5%	1
19	COc1ccc2oc(C(=O)OCC(=O)N(C)CC(=O)Nc3ccc(F)cc3)c(C)c2c1	1%	-24	-17	3.7%	-17%	-2	1	0%	11
20	O=C(c1ccoc1)N1CCC2(CC1)Oc1ccc(Cl)cc1C(=O)C21CC(c2ccccc2)=NO1 (stereo not drawn)	-4%	-5	-2	-2.6%	0%	.	-1	1%	4
21	CC(=O)Nc1nonc1-c1nnc(SCc2ccc(Cl)cc2)n1C	-1%	1	-1	-1.9%	3%	10	-8	-2%	-1
22	C[C@H](NC(=O)c1nc[nH]c1C(=O)NCC(=O)OCc1ccccc1)c1ccccc1	0%	2	-6	-2.6%	-6%	6	0	0%	7
23	CSc1ccccc1NC(=O)c1cc(C(C)C)on1	-3%	13	1	8.5%	4%	3	1	-3%	1
24	Cc1ccccc1CNC(=O)c1ccccc1C	-3%	-27	0	0.8%	-5%	.	-2	-1%	0
25	O=C(NNC(=O)c1ccc(SCC2CCCO2)c([N+](=O)[O-])c1)c1ccc(F)cc1 (stereo not drawn)	-5%	-10	-1	1.3%	-4%	17	-6	-3%	0
26	COc1cccc(NC(=O)CSc2ccc3nnc(-c4cccnc4)n3n2)c1	2%	-14	7	?	4%	11	-4	-5%	1
27	COc1ccc(Nc2cc(C(=O)NC3CCC(C)CC3)c3ccccc3n2)cc1OC (stereo not drawn)	0%	-5	0	4.9%	1%	-2	-9	-2%	-2
28	O=C(CCCc1c[nH]c2ccccc12)N1CCN(S(=O)(=O)c2cccs2)CC1	-1%	-9	3	0.4%	-2%	7	-3	0%	8
29	Cc1cccc(-n2c(-c3csc(C)c3C)n[nH]c2=S)c1	-1%	-4	-8	2.6%	2%	11	-7	-1%	1
30	Cc1cccc(NC(=O)c2nc[nH]c2C(=O)N[C@@H](C)C(=O)OCc2ccccc2)c1	0%	-33*	-4	-21%	-29%	.	0	0%	2
31	CCc1cccc2c(C=C(C#N)C#N)cn(CC(=O)N3CCCCCC3)c12	-1%	.	.	30%	?	.	-14	-11%	.
32	Cc1ccc(S(=O)(=O)N(C)C)cc1NS(=O)(=O)c1ccc(Cl)s1	-9%	1	-1	-0.7%	-6%	15	-3	0%	5
33	Cc1cc(N2CCN(C)CC2)nc2ccc(NC(=O)Nc3ccccc3Cl)cc12	2%	-3	-2	2.8%	-5%	3	-3	-1%	2
34	COc1ccc(C(=O)c2c(C)c(CCC#N)n3ccccc23)c(OC)c1	-6%	-1	0	-0.7%	1%	16	11	-3%	0
35	COC(=O)c1ccccc1COn1c(=O)c(C)[n+]([O-])c2ccccc21	0%	-9	3	2.7%	-2%	5	-2	?	-1
36	Cc1cc(NC(=O)c2cccs2)ncc1NC(=O)c1cccc(F)c1	2%	-10	-4	4.4%	4%	3	6	-5%	9

Full records from above. Order of values: GRP78 ERSR act, D1 antagonist, D1 PAM, RXFP1 ag, Vif-APOBEC3F blk, D2 potentiator, LDHA block, Vif-A3G inh, D1 ag
O=C(NNC(=O)c1ccc(SCC2CCCO2)c([N+](=O)[O-])c1)c1ccc(F)cc1 (stereo not drawn) is listed with -5%, -10, -1, 1.3%, -4%, 17, -6, -3%, 0
COC(=O)c1ccccc1COn1c(=O)c(C)[n+]([O-])c2ccccc21 is listed with 0%, -9, 3, 2.7%, -2%, 5, -2, ?, -1

New compounds follow:
no.	SMILES	GRP78 ERSR act	D1 antagonist	D1 PAM	RXFP1 ag	Vif-APOBEC3F blk	D2 potentiator	LDHA block	Vif-A3G inh	D1 ag
37	S=C(NCc1cccs1)Nc1cccc2ccccc12	3%	.	-3	0.1%	?	5	-8	0%	-3
38	CC(NC(=O)c1ccc(S(=O)(=O)C(F)F)cc1)c1ccccc1 (stereo not drawn)	-2%	6	-3	0.6%	-14%	3	-3	-1%	1
39	CN1CCN(C(=O)c2cn(-c3ccccc3)nc2-c2cccnc2)CC1	1%	-1	-6	-1.1%	1%	-5	1	-1%	1
40	CC(C)OCC(O)Cn1c(N2CCCC2)nc2c1c(=O)[nH]c(=O)n2C (stereo not drawn)	-2%	-17	-5	0.1%	-1%	-4	-2	2%	2
41	CC(C)CS(=O)(=O)C1=NSC2=NC(=O)/C(=C\c3ccc(OC(=O)c4ccco4)cc3)C(=N)N21	-5%	4	-3	-0.3%	-2%	6	-16	-13%	2
42	CCCCCn1nc(C(=O)N(CC)c2c(N)n(CCCC)c(=O)[nH]c2=O)c2ccccc2c1=O	-3%	.	.	.	-6%	.	-4&-9	-2%	.
43	COCCCNC(=O)c1c[nH]c2ccc(S(=O)(=O)N3CCC4(CC3)OCCO4)cc2c1=O	-7%	-9	1	-1.5%	-29%	20	-4	-1%	6
44	O=C(O)c1[nH]c2ccccc2c1C(c1cc(Cl)cc([N+](=O)[O-])c1O)c1c(C(=O)O)[nH]c2ccccc12	-3%	2	-2	-0.3%	-10%	-2	-1	1%	0
45	COc1ccccc1C(=O)C1CCCN(Cc2cccc(OCCO)c2)C1 (stereo not drawn)	1%	8	-4	0.4%	1%	-11	-7	-14%	-1
46	COc1ccc2cc(CCNC(=O)c3ccc(Br)o3)c(=O)[nH]c2c1	1%	9	0	-1.0%	-6%	5	2	-10%	0
47	CCCN(CCC)CCCNC(=O)C1CCCN(Cc2nc(-c3ccc(Cl)cc3)oc2C)C1 (stereo not drawn)	-3%	-23	-4	1.0%	-5%	6	-7	4%	21
48	CCOC(=O)c1ccccc1NC(=O)CN1C(=O)CCS(=O)(=O)c2ccccc21	-2%	-17	3	-0.4%	-4%	0	-4	0%	-1
49	Cc1cc2nc3c(=O)[nH]c(=S)[nH]c3nc2cc1NC(=O)C(F)(F)F	4%	0	1	1.8%	-22%	5	-1	-1%	64*
50	Cc1ccccc1OC(=O)n1c(=S)oc2cc(Cl)ccc21	-4%	11	-4	-0.8%	8%	10	-6	2%	4
51	Cc1cc(Br)c(OCc2ccc(C(=O)N/N=C/c3ccc[nH]3)cc2)c(Br)c1	10%	0	-16	-2.5%	-17%	8	-7	-1%	3

Grouped by structure: the compounds so far with a COOH group
no.	SMILES	GRP78 ERSR act	D1 antagonist	D1 PAM	RXFP1 ag	Vif-APOBEC3F blk	D2 potentiator	LDHA block	Vif-A3G inh	D1 ag
1	COc1ccc(C2CC(C(F)(F)F)n3ncc(C(=O)O)c3N2)cc1OC (stereo not drawn)	-6%	-12	-8	-0.2%	5%	4	-8	1%	2
44	O=C(O)c1[nH]c2ccccc2c1C(c1cc(Cl)cc([N+](=O)[O-])c1O)c1c(C(=O)O)[nH]c2ccccc12	-3%	2	-2	-0.3%	-10%	-2	-1	1%	0
